Screening results deposited in PubChem BioAssay by The Scripps Research Institute Molecular Screening Center.
PAFAH1B3 inh = blocks human PAF acetylhydrolase 1B catalytic subunit 3 | Q15102 | recombinant PAFAH1B3, FP-rhodamine probe, fluorescence polarization | inhibition, % at 3.39 µM | actives 0.28% (n = 340,000) | AID 492972;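 active means inhibition above the screen-wide average of all tested compounds plus 3 SD, cut at about 25% in these data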;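 further: 0% = enzyme with DMSO only and 100% = wells lacking PAFAH1B3 protein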
PREPL inhibitor = inhibitors of human prolyl oligopeptidase-like enzyme PREPL | actives 0.68% (n = 320,000) | AID 2751 | recombinant PREPL, fluorescence polarization activity-based probe | inhibition, % at 5.96 µM | Q4J6C6; in the data active means inhibition above about 43%;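 further: 0% = enzyme with DMSO and 100% = wells lacking enzyme; many of its hits are not listed in these tables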
Target sequence (Q4J6C6 whole entry, looked up): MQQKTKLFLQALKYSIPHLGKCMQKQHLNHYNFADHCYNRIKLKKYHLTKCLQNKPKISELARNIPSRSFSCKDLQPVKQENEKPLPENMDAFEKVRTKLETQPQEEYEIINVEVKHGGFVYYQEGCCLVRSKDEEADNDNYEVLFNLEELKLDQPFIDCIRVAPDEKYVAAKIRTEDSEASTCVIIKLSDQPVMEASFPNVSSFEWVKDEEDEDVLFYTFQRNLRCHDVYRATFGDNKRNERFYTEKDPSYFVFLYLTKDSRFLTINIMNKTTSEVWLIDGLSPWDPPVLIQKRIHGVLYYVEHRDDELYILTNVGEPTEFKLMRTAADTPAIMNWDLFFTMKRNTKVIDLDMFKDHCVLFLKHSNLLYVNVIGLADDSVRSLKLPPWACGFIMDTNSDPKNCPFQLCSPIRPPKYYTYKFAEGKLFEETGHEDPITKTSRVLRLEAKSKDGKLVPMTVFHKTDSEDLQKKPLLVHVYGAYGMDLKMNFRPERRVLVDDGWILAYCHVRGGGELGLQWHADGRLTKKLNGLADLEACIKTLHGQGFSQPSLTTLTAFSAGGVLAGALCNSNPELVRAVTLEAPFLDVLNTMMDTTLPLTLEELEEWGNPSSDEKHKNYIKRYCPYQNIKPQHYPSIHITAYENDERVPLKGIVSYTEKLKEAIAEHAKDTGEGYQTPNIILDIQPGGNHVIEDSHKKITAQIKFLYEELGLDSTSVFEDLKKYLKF
EBNA-1 inhibitor = blocks EBNA-1 binding to DNA; actives 0.34% (n = 300,000); AID 1950; inhibition, % at 14.8 µM; EBNA-1 DNA binding, fluorescence polarization; in the data active means inhibition above about 28%
LYPLA2 counter = blocks human lysophospholipase 2, a PME1 counter-screen. actives 0.38% (n = 320,000). inhibition, % at 5.9 µM. recombinant LYPLA2, FP-Rh probe fluorescence polarization. O95372;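 active means inhibition above the screen-wide mean plus 3 SD, limit set per campaign, cut at about 26% in these data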;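 further: 0% = LYPLA2 with DMSO and 100% = wells lacking LYPLA2 enzyme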
Target sequence (O95372 whole entry, looked up): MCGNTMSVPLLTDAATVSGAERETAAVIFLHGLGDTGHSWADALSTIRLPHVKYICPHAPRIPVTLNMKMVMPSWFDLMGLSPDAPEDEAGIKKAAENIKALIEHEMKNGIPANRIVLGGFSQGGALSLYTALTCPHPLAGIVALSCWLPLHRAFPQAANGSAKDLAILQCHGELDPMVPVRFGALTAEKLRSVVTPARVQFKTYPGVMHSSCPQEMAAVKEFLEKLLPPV
GSTO1 inh = GSTO1 inhibition, counter-screen for RBBP9 inhibitors. recombinant GSTO1, activity-based probe fluorescence polarization. inhibition, % at 5.96 µM. P78417. actives 1.1% (n = 300,000);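 active means inhibition above the campaign mean inhibition plus 3 SD, cut at about 35% in these data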;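 further: 0% = GSTO1-1 with DMSO and 100% = wells lacking GSTO1-1 enzyme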
PAD4 inh = PAD4 (human) enzyme inhibition. Q9UM07. actives 0.41% (n = 330,000). AID 485272. recombinant PAD4, RCA probe fluorescence polarization. inhibition, % at 6.36 µM;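 active means percent inhibition above a cutoff equal to the mean of all tested compounds plus 3 SD, cut at about 15% in these data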;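 further: 0% = PAD4 with RCA probe and DMSO and 100% = probe without PAD4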
ZTA DNA inh = blocks Epstein-Barr virus ZTA, an EBNA-1 counter-screen. actives 0.15% (n = 320,000). ZTA-DNA binding, fluorescence polarization. inhibition, % at 11 µM; in the data active means inhibition above about 33%
LYPLA1 counter = counter-screen for PME1 inhibitors: inhibitors of human LYPLA1. O75608. recombinant LYPLA1, FP-Rh probe fluorescence polarization. inhibition, % at 5.9 µM. actives 0.16% (n = 320,000). AID 2174;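 active means inhibition above the mean of all tested compounds plus 3 SD, set per campaign, cut at about 14% in these data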;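 further: inhibitors block serine hydrolase probe labeling of LYPLA1 so polarization falls; 0% = enzyme with DMSO and 100% = wells lacking LYPLA1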
PAFAH2 inh = inhibitors of human PAFAH2; actives 0.99% (n = 340,000); Q99487; AID 492956; recombinant PAFAH2, FP-rhodamine activity probe, fluorescence polarization; inhibition, % at 3.39 µM;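 active means inhibition above the mean over all tested compounds plus 3 SD, cut at about 30% in these data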;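 further: inhibitors block probe labeling of enzyme so polarization drops; 0% = enzyme with DMSO and 100% = wells lacking PAFAH2 protein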
* marks the source's active call; other numbers are inactive results; . = not tested or not shown. A portion of the library. The share of hits here may be higher or lower than overall.

SMILES,PAFAH1B3 inh,PREPL inhibitor,EBNA-1 inhibitor,LYPLA2 counter,GSTO1 inh,PAD4 inh,ZTA DNA inh,LYPLA1 counter,PAFAH2 inh
CSCCC1COC(c2cccs2)=N1 (stereo not drawn),-1,2,0,0,8,1,-6,-1,-1
CCO[C@H]1OC(C(=O)Nc2ccccc2)=C[C@@H](c2ccc(C(F)(F)F)cc2)[C@@H]1CCCO,2,-5,-5,0,5,8,-8,-3,3
CN(CC(=O)c1c(N)n(C)c(=O)n(C)c1=O)c1ccccc1,9,8,6,2,8,-5,8,0,2
CCCN(CCC)C1=N/C(=C\c2ccco2)C(=O)N1c1ccccc1,6,5,4,-1,6,-8,4,-5,0
Fc1ccc(NC(=S)N2N=CCC2c2ccccc2)cc1 (stereo not drawn),8,-2,0,8,1,3,4,6,0
C/C(=N\NC(=O)c1c[nH]c2ccccc12)c1ccc(C)o1,2,21,10,4,0,-3,-3,0,10
O=C(NC1CCCCC1)C1CCN(S(=O)(=O)c2cccs2)CC1,8,6,-5,5,1,-4,1,0,2
CC(OC(=O)C1CC2CCCC(C1)C2=O)C(=O)Nc1cccc([N+](=O)[O-])c1 (stereo not drawn),5,27,.,.,.,-4,.,.,-2
CCOc1ccc(NC(=O)NNC(=O)C(C)Oc2ccccc2OC)cc1 (stereo not drawn),0,9,-5,8,2,-2,-14,3,0
CC[C@@]12C(=O)N(c3ccc(C)cc3)C(=O)N1[C@H](c1cccc(C)c1)[C@@H]1C(=O)N(Cc3ccccc3)C(=O)[C@@H]12,8,7,-8,1,7,-1,-11,1,-1
CCNC(=S)Nc1scc(-c2ccccc2)c1C(=O)OCC,3,3,0,-5,1,-2,-13,-4,2
COc1ccc(S(=O)(=O)NNC(=O)c2csc(-n3nc(C)cc3C(F)(F)F)n2)cc1,4,-8,-2,5,3,-1,-10,-1,-2
CN1C(=S)SC(N(O)C(=O)Nc2ccccc2)C1(C)C (stereo not drawn),6,0,16,-6,6,4,19,-2,7
O=C(CSc1nc(=O)n2ccccc2n1)N1CCCCCC1,4,12,-5,12,5,2,2,3,-3
O=C1CN(C(=O)C2CCCC2)CCN1,7,-4,-2,1,3,-2,0,-1,4
O=C(CCC(F)(F)F)N1CCC(CO)(CCc2ccccc2)CC1,11,0,4,7,1,2,-4,2,-7
CCN(CC(=O)NC1CCS(=O)(=O)C1)S(=O)(=O)c1cccc(C(C)=O)c1 (stereo not drawn),2,11,-14,5,1,2,-7,4,0
CCOC(=O)C1=C(C)NC(SCC(N)=O)=C(C#N)C1c1ccccc1 (stereo not drawn),-2,-1,6,-1,-1,0,2,1,1
CC1(C)OC(=O)C(=C2CCCN2)C(=O)O1,2,12,7,-1,9,-3,-2,0,1
Cc1cc(C(=O)N2CCCC(Nc3ccc(F)cc3)C2)n(C)n1 (stereo not drawn),6,6,3,5,1,-1,-2,4,-8
O=C(NCc1ccc2c(c1)OCO2)C1CCN(S(=O)(=O)c2cccc3nsnc23)CC1,8,1,12,1,-1,1,0,-2,4
O=C(Nc1ccccc1N1CCCCC1)c1ccc(N2C(=O)c3ccccc3C2=O)cc1,-3,3,2,5,6,-2,-7,-2,-13
Cc1ccc(SCC(=O)N(C)CC(=O)Nc2cccc(F)c2)c(C)c1,2,-8,-11,0,-6,-2,-12,-1,0
COc1ccc(C2(c3ccc(OC)cc3)NC(=O)N(CC(=O)Nc3ccc(OC)c(OC)c3)C2=O)cc1,5,28,4,-6,4,4,0,-2,14
COc1cc(C(=O)NCc2ncccc2C)ccc1OC1CCN(C(C)=O)CC1,6,0,9,18,5,0,12,3,1
CCC(=O)NC(c1ccc(OC)cc1)c1c(O)ccc2ccccc12 (stereo not drawn),3,1,-7,5,-1,-2,8,1,-1
CCN(C(=O)CSc1nnnn1-c1cc(C)ccc1OC)C1CCS(=O)(=O)C1 (stereo not drawn),5,6,3,5,1,1,-3,0,7
CCCOC(=O)NC1CCS(=O)(=O)C1 (stereo not drawn),4,9,12,-3,7,1,-1,0,-3
COc1ccc(F)c(CN2CCCC(CO)(Cc3cccc(Cl)c3)C2)c1 (stereo not drawn),7,-3,-6,-5,-2,-4,16,-1,-6
Cc1cc(C(=O)N/N=C/c2cccc([N+](=O)[O-])c2O)n[nH]1,8,24,-2,-2,9,3,-12,-3,-7
CC(C)(Oc1ccc(Cl)cc1)C(=O)Nc1cccc(S(=O)(=O)NC2=NCCC2)c1,5,6,.,-1,.,-1,-7,-2,-7
CCCCCN1C(=O)Cn2c(nc3ccccc3c2=O)C1C (stereo not drawn),1,11,-8,-2,2,5,-20,0,3
CN(CC(=O)Nc1ccc(Cl)c(C(F)(F)F)c1)C(=O)c1cccnc1Sc1ccccc1,2,26,8,-7,-4,-3,5,-8,-3
CC1(C)CC(C(CC(=O)Nc2nccs2)c2ccccc2)CCO1 (stereo not drawn),5,11,-2,4,3,-2,3,0,4
CON(C)C(=O)CCN(C(=O)OC(C)(C)C)c1ccccc1,9,5,.,.,.,-1,.,.,1
COc1ccc(Cc2nnc(SCc3nc4ccccc4c(=O)[nH]3)n2C)cc1,11,5,-9,-4,-1,-1,7,2,-5
Cc1ccc2c(COC(=O)c3ccc(NC(=O)CC#N)cc3)cc(=O)oc2c1C,-22,-9,6,-14,-11,-3,-5,-5,-7
CCOC(=O)c1c(C)c(C(=O)NCCc2ccc(S(N)(=O)=O)cc2)c(C)n1CC,4,9,-7,7,-12,0,13,-1,5
CC(C)OC(=O)CSc1nnc(Cc2ccccc2)n1Cc1ccco1,3,8,14,6,4,0,3,2,1
COC/C=C/C1=CC2=CC(=O)C(C)(OC(=O)c3cnc4ccccc4n3)C(=O)C2=CN1CCc1ccccn1 (stereo not drawn),.,9,6,-5,-12,34*,10,5,.
COc1ccccc1CNC(=O)/C(C#N)=C/c1ccc(OC)c(OC)c1OC,3,7,-6,2,1,-2,-15,-2,4
COc1ccc(S(=O)(=O)N2CCCC(C(=O)Nc3ccc(NC(=O)c4ccccn4)cc3)C2)cc1 (stereo not drawn),1,-2,-6,-4,13,-1,3,-4,-8
CC1(C)CC(NC(=O)COc2ccccc2Cl)CC(C)(C)N1,3,8,5,-9,2,-5,12,-4,-5
Cc1cccc(NC(=O)c2cccc(S(=O)(=O)NCc3ccccc3)c2)n1,12,20,12,4,3,-6,-9,-1,-5
COC(=O)c1cc2n(n1)CCN(Cc1ccccc1Cl)C2=O,1,4,3,2,3,-8,-24,2,-4
COc1ccc([C@H]2CC(=O)C=C(c3ccc(OC(F)(F)F)cc3)C2)cc1OC,-2,0,.,1,.,3,-1,-1,1
CCC(C)NC(=O)C1c2ccccc2C(=O)N1Cc1ccccc1OC (stereo not drawn),5,9,0,-4,3,2,-10,-1,-1
Cc1ccc(C)c(Cn2nnc3c(=O)[nH]c(C(=O)Nc4ccc(F)cc4)nc32)c1,9,-31,2,-9,-5,1,23,-5,-4
CCC1(C)Cc2ccccc2-c2nc(SC)[nH]c(=O)c21 (stereo not drawn),3,11,-9,-1,9,-3,-10,0,4
CC(CC(=O)O)CC(=O)Nc1ccccc1C(=O)O (stereo not drawn),1,9,6,5,5,1,-11,2,0
COCCNC(=O)c1cnn2c(C(F)(F)F)cc(-c3ccc4c(c3)OCO4)nc12,-3,2,7,4,5,-1,8,0,-2
COC(=O)CNC(=O)CCc1nnc(C2(c3ccc(Cl)cc3)CCC2)o1,6,-11,0,-2,9,-2,8,-2,8
CCN1CCN(C(c2cccs2)C(C)NC(=S)Nc2cc(C)ccc2C)CC1 (stereo not drawn),2,37,-2,6,4,-6,-12,6,-3
NS(=O)(=O)c1ccc(CNC(=O)c2cccc(S(=O)(=O)N3CCc4ccccc43)c2)cc1,-2,-12,.,-11,.,-2,-14,-5,0
CCOc1ccc(S(=O)(=O)N2CCCC(C(=O)NCc3ccncc3)C2)cc1 (stereo not drawn),6,3,14,3,9,6,-11,4,2
CCCSCCCNC(=O)c1cc2c(s1)CS(=O)(=O)C2,0,0,10,3,0,0,-8,-1,0
O=C(N/N=C/c1cccnc1)c1cccc(NC(=O)c2ccc(Cl)cc2)c1,-2,6,-5,-11,-10,-5,11,-9,-10
COc1ccc(CCC(C)Nc2ccc(F)cc2)cc1 (stereo not drawn),-3,5,2,2,5,-1,-5,-3,4
COc1ccccc1OCc1nnc(SCC(=O)c2cc(Cl)ccc2OC)o1,-2,-2,-13,0,-5,-8,-25,-6,9
COc1cc(NC(=O)CN2C(=O)NC(C)(CCC(C)C)C2=O)cc(OC)c1 (stereo not drawn),-7,11,-2,9,11,-3,-19,10,-5

Already shown: entries from further up.
SMILES,PAFAH1B3 inh,PREPL inhibitor,EBNA-1 inhibitor,LYPLA2 counter,GSTO1 inh,PAD4 inh,ZTA DNA inh,LYPLA1 counter,PAFAH2 inh
COc1ccccc1CNC(=O)/C(C#N)=C/c1ccc(OC)c(OC)c1OC,3,7,-6,2,1,-2,-15,-2,4
COc1ccc(S(=O)(=O)N2CCCC(C(=O)Nc3ccc(NC(=O)c4ccccn4)cc3)C2)cc1 (stereo not drawn),1,-2,-6,-4,13,-1,3,-4,-8

Additional results follow.
SMILES,PAFAH1B3 inh,PREPL inhibitor,EBNA-1 inhibitor,LYPLA2 counter,GSTO1 inh,PAD4 inh,ZTA DNA inh,LYPLA1 counter,PAFAH2 inh
CC1CCN(C(=O)CCN2C(=O)C3C4C=CC(C4)C3C2=O)CC1 (stereo not drawn),1,3,5,4,-1,-2,-10,2,0
Cc1cccc(-n2c(SC(C)C(=O)O)nc3sc4c(c3c2=O)CCCC4)c1 (stereo not drawn),9,6,-6,5,-47,1,-9,-2,-3
COc1ccc(NC(=O)CSc2nc(O)cc(=O)n2-c2ccccc2OC)cc1,3,3,11,-2,5,-3,9,-5,-9
COC(=O)[C@H](CC(C)C)NC(=O)Nc1cccc(Br)c1,5,-9,-4,2,-4,-2,-6,-1,4
COc1ccc(C(C(=O)NCC2CCCO2)N(Cc2cccs2)C(=O)c2snc(C(N)=O)c2N)cc1OC (stereo not drawn),0,9,-3,-9,0,2,-4,-1,6
Cc1ccc(Cc2cnc(NC(=O)/C(C#N)=C/c3ccc(-c4cccc([N+](=O)[O-])c4)o3)s2)cc1,0,10,-6,4,-10,-1,-1,-2,-8
Cc1ccc(-c2ccc(=O)n(CC(=O)N3CCN(c4cc(Cl)ccc4C)CC3)n2)cc1,-2,-13,-9,-9,-7,-4,-16,-7,-2
CC(C)(C)OC(=O)N1Cc2cc3ccccc3nc2C1CO (stereo not drawn),4,-1,2,5,-7,-4,7,-3,3
COc1cccc(CN(C)CC(=O)Nc2ccccc2C(C)C)c1,-3,2,-2,4,-8,-2,-20,0,-4
Cn1c(=O)c2c(ncn2CC(=O)OCc2ccccc2)n(C)c1=O,-1,-1,-12,-2,-5,-2,-11,0,-2
COc1ccc(C)cc1NC(=S)N1CCOCC1,8,-9,6,-1,5,-2,5,-9,1
COc1cc(/C=C(\C#N)c2nc(-c3cc4ccccc4oc3=O)cs2)ccc1O,5,4,9,-1,1,-3,4,-5,3
Cc1cc(C(=O)OCC(=O)Nc2ccc(F)c(F)c2)c(C)o1,5,6,-4,7,8,-3,-26,-2,82*
NS(=O)(=O)c1ccc(Nc2ncccc2[N+](=O)[O-])cc1,5,5,-6,-1,-2,-5,-3,-5,-5
COc1ccc(CC(=O)OCC(=O)Nc2ccc3c(c2)OCO3)cc1OC,1,1,4,-3,-2,-7,8,-3,13
CCOC(=O)c1ccc(NC(=O)c2nc(S(=O)(=O)Cc3ccccc3)ncc2Cl)cc1,-5,-3,4,-8,-21,1,6,-10,-16
